ELG1 genotox: induces genotoxicity in HEK293T cells with luciferase-tagged ELG1; HEK293T ELG1-luciferase reporter, luminescence, 16 h; actives 1.3% (n = 330,000); Potency, µM (top dose mostly 46 µM), without a hit: at the top dose activity change, positive = activation, usual class: activators; AID 504466; note: potency is the fitted concentration of half-maximal effect; % of control where 0% means no effect; nearly all actives have a fitted effect of over 60% in size
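Cells (2,000/well) expressing the ELG1-luciferase fusion are dosed by pin tool and kept 16 hr at 37 °C, 5% CO2. Signal comes from ONE-Glo luciferase reagent after 30 min at room temperature.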
VP16 counter: counter-screen for ROR gamma inhibitors: Gal4-VP16 reporter; Drosophila S2 Gal4-VP16 UAS-luciferase, luminescence, 20 h; Potency, µM (highest dose often 53.6 µM), inactives show at the highest dose activity, negative = inhibition, usual class: inhibitors; actives 3.5% (n = 310,000); AID 2546;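 note: Gal4-VP16 expression switched on by copper sulfate through the metallothionein promoter; potency is the fitted concentration of half-maximal effect; % is set by controls: 0 for no effect and ±100 for the full control effect; nearly all actives have a fitted effect of over 50% in size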
NPC1 prom act: NPC1 promoter activation; AID 485313; Potency, µM (titrated, usually from 9.22 µM), for inactives: top-dose activation, most hits filed as activators; actives 2.4% (n = 320,000); Huh7 NPC1 promoter luciferase reporter, 24 h;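 note: potency is the fitted concentration of half-maximal effect; % of control where 0% means no effect; nearly all actives have a fitted effect of over 60% in size; reporter is driven by a mutant NPC1 promoter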
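Stable NPC1-promoter luciferase Huh7 line; cpd (DMSO) 24 h, 37 °C, 5% CO2; Amplite luciferase reagent 10 min RT; luminescence readout. qHTS format.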
RORg inh: blocks mouse ROR gamma transcriptional activity; P51450; Drosophila S2 Gal4-RORgamma UAS-luciferase reporter, 20 h; Potency, µM (series often up to 53.6 µM), for the others: at the highest dose activity change, negative = inhibition, actives largely listed as inhibitors; actives 5.4% (n = 310,000); AID 2551; note: potency is the fitted concentration of half-maximal effect; % is set by controls: 0 for no effect and ±100 for the full control effect; nearly all actives have a fitted effect of over 60% in size
Target sequence (P51450 whole entry, looked up, the tested form may be a part): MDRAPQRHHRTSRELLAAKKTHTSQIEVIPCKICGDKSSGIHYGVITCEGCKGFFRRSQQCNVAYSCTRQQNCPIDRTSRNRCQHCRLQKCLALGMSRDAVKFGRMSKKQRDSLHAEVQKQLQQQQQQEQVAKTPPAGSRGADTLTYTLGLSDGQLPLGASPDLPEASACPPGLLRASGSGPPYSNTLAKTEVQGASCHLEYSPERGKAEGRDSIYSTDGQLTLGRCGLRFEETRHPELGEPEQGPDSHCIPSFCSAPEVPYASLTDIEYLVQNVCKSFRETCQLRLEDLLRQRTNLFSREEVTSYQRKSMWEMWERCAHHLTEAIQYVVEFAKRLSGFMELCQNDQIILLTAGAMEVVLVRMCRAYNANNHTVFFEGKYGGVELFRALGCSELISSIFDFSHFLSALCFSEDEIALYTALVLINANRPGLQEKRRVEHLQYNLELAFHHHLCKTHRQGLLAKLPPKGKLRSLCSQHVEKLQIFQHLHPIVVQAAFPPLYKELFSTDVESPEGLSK
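A Gal4/UAS one-hybrid system in insect cells: metallothionein-promoter Gal4–ROR gamma fusion plus Photinus luciferase reporter. Copper sulfate 700 uM final, 20 hr ambient incubation, luminescent detection after 10 min with reagent.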
Rab9 promoter act: Rab9 promoter activation | Huh7 Rab9 promoter-luciferase reporter, luminescence, 24 h | Potency, µM (highest dose often 9.22 µM), for inactives: at the top dose activation, negative = inhibition, hits mostly activators | actives 2.8% (n = 320,000) | AID 485297; note: potency is the fitted concentration of half-maximal effect; % of control where 0% means no effect; nearly all actives have a fitted effect of over 60% in size
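Promoter activation is measured as luciferase luminescence in Huh7 cells stably transfected with a Rab9 promoter–luciferase construct, following 24 h compound exposure at 37 °C and 10 min reagent incubation at ambient temperature.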
uPA generation: inhibitors of cell surface uPA generation; cell surface uPA generation assay, qHTS; Potency, µM (top dose mostly 38.3 µM), inactives show at the top dose activity change, negative = inhibition, hits mostly inhibitors; actives 0.31% (n = 330,000); AID 540303; active = well fitted inhibition curve with a large enough effect; inconclusive = small, poorly fitted or top-dose-only effect; inactive = no such curve, though single readings can be large or run the other way; tested in mouse RAW 264.7 cells; note: potency is the fitted concentration of half-maximal effect; % is set by controls: 0 for no effect and ±100 for the full control effect; nearly all actives have a fitted effect of over 55% in size
FLuc modulator: inhibits or activates purified firefly luciferase, miR-21 counter-screen. P08659. purified FLuc, Km substrates, luminescence inhibition. Potency, µM (doses to about 57.5 µM), without a hit: at the top dose activity change, negative = inhibition, usual class: inhibitors. actives 6.9% (n = 360,000). AID 588342;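 note: potency is the fitted concentration of half-maximal effect; plate controls were vehicle for no effect and reference inhibitor for full effect; nearly all actives have a fitted effect of over 55% in size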
Target sequence (P08659 whole entry, looked up): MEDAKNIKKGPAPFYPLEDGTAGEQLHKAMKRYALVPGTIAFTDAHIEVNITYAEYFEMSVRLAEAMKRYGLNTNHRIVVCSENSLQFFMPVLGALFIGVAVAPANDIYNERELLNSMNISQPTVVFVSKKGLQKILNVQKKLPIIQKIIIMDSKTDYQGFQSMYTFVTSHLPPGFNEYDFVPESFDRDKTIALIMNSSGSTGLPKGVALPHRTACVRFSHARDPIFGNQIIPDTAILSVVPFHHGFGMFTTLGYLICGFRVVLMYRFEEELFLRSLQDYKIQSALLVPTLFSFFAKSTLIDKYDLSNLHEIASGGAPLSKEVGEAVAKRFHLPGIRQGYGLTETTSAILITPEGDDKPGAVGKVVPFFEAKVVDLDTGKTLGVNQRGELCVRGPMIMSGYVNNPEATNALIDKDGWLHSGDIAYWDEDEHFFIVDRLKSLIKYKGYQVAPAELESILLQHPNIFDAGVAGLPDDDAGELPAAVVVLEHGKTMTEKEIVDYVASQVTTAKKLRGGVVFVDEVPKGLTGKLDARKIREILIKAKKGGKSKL
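Biochemical qHTS of compounds, final roughly 60 µM downward over six points, against 10 nM purified firefly luciferase using Km concentrations of substrates (10 uM D-luciferin, 10 uM ATP) in Tris acetate pH 7.5 buffer; luminescence output.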
Giardia kill: Giardia lamblia killing | Giardia lamblia trophozoite viability | activity change, % at 7.66 µM, hits read low | actives 0.15% (n = 340,000) | AID 540267; in the data active = activity change below about -80%; inconclusive = between about -30% and that limit;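 note: parasites exposed to compound for two days anaerobically before the ATP read; % is set by controls: 0 for no effect and ±100 for the full control effect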
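Killing of trophozoites was scored by loss of ATP luminescence after a 48 hrs anaerobic exposure to compounds at 37 deg C, using 100 cells per well.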
Tb PFK block: inhibitors of T. brucei phosphofructokinase | Potency, µM (highest dose often 57.5 µM), for the others: at the highest dose activity, negative = inhibition, hits mostly inhibitors | O15648 | actives 0.17% (n = 330,000) | T. brucei PFK, ADP-Glo luminescence;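 note: potency is the fitted concentration of half-maximal effect; 0% = uninhibited 1x PFK enzyme wells and -100% = no-enzyme wells; nearly all actives have a fitted effect of over 60% in size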
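Luminescent ADP detection (ADP-Glo, two-step: ATP depletion then ADP-to-ATP conversion for luciferase) reported PFK activity after 45 min room-temperature reaction of 1.25 nM enzyme with 0.5 mM F6P and 0.1 mM ATP at pH 8.0.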
KCNH2 3.1 inh: KCNH2 3.1 (human) potassium channel inhibition. actives 0.95% (n = 340,000). activity change, % (tested at about 1.8 µM). U2OS KCNH2 3.1, thallium flux FluxOr; active compounds read low;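 active = maximum activity change below -70%; inconclusive = maximum activity change from -70% to -50%; inactive = maximum activity change above -50%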;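 note: thallium influx rate constant from kinetic fluorescence after stimulation buffer; % is set by controls: 0 for no effect and ±100 for the full control effect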
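Thallium flux via FluxOr fluorescence (Red40 quencher, 45 min loading) in U2OS cells virally expressing the KCNH2 3.1 isoform (1.77 x 10^8 /mL virus, overnight at 37 C). Rate constants from 2-min kinetic reads post-stimulation, normalised to positive and negative controls.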
FBPA coupling cs: coupling enzyme interference in Giardia aldolase counter-screen | coupling enzyme system counterscreen, AmpLite Red fluorescence | activity change, negative = inhibition, % at 58.2 µM, hits read low | actives 0.67% (n = 290,000); in the data active = activity change below about -30%; note: % is set by controls: 0 for no effect and ±100 for the full control effect
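Counterscreen lacking aldolase: glyceraldehyde-3-phosphate coupling-enzyme reagent preincubated 10 min at RT with compound (at 57.5 uM final), then substrate/coupling system with AmpLite Red added; fluorescence read at 525/598 nm after 20 min RT.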
An asterisk follows results filed as active; u = inconclusive; x = no result given; [ ] = another dose, or the depositor's remark. Unless noted, calls come from the whole dose curve; as a rule, active = well fitted curve in the direction sought with a large enough effect; inconclusive = small, poorly fitted or top-dose-only effect, or another doubt; inactive = no such curve, though single readings can be large; an effect the other way counts as inactive or inconclusive.

SMILES | ELG1 genotox | VP16 counter | NPC1 prom act | RORg inh | Rab9 promoter act | uPA generation | FLuc modulator | Giardia kill | Tb PFK block | KCNH2 3.1 inh | FBPA coupling cs
Cn1c(=O)cc(OCCCC(=O)NCc2cccnc2)c2ccccc21 | u | 5%[10 µM] | -6% | u | -13% | -1% | -2% | 2 | -3% | 2 | 0
O=C(c1ccccc1Sc1cccc2ccccc12)N1CCOCC1 | 1% | 2% | -2% | -30% | -6% | -4% | 4% | -13 | -2% | -13 | -7
CC1CCCC(C)N1C(=O)COC(=O)CSc1ccc([N+](=O)[O-])cc1 (centres undefined) | 2% | x | -3% | x | -3% | 0% | -8% | -2 | -3% | 5 | x
O=C(Nc1ccc(S(=O)(=O)Nc2ncccn2)cc1)C1COc2ccccc2O1 (centres undefined) | 4% | -10% | 0% | 5% | -4% | -2% | 3% | -11 | u | -6 | 8
Cc1ccc2[nH]c3nc(SCCN4CCOCC4)nnc3c2c1 | 5% | 17% | 18% | u | 18% | -4% | 2%[2.3 µM] | 18 | -14% | 7 | 0
COc1cc2cc(CN(Cc3cccs3)C(=S)Nc3ccc(C)cc3)c(=O)[nH]c2cc1OC | -2% | u | -4% | -1% | 1% | -9% | 1% | 11 | 3% | -13 | 0
Cc1ccc(Nc2c3c(nc4ncnn24)CCC3)cc1 | 10% | -20% | -2% | u | 2% | x | -1% | -8 | -5% | 16 | 4
CC(=O)N1CCN(c2ccc(NC(=O)c3cccc(OCc4ccccc4)c3)cc2)CC1 | -8% | 1% | 1% | 2% | -9% | -18% | -4% | 3 | -2% | 2 | -1
Cc1cc(NS(=O)(=O)c2ccc(NC(=O)Cc3ccc(Cl)c(Cl)c3)cc2)no1 | 7% | x | -5% | x | -5% | 2% | 0% | -6 | 1.2µM* | 19 | x
O=C(CCSc1nccn1Cc1ccccc1)N1CCOCC1 | 11% | 20% | 10% | u | -4% | x | -20% | -14 | -6% | -13 | 2
CCOc1ccc(/C=C2/SC(=S)N(C(C(=O)O)c3ccccc3)C2=O)cc1OCC (centres undefined) | -1% | 9% | -2% | 18% | -3% | -2% | u | 4 | -1% | 10 | 0
C[C@@H](C(=O)NCc1ccco1)N1C(=O)N2CCc3c([nH]c4ccccc34)[C@@]2(C)C1=O | -3% | -8% | -7% | 24% | -1% | -13% | 1% | 12 | 1% | u | 1
N#Cc1ccc(N2CCOCC2)c([N+](=O)[O-])c1 | 0% | 2% | -2% | 8% | -8% | 4% | -3% | -12 | 0% | -13 | 2
CC(C)CC(=O)Nc1ccc(C(=O)COC(=O)C2CC(=O)N(Cc3ccccc3)C2)cc1 (centres undefined) | 0% | x | -3% | x | 2% | 16% | 3% | 14 | 1% | -15 | x
CN(c1ccccc1)S(=O)(=O)c1cccc(C(=O)NC2CC(C)(C)NC(C)(C)C2)c1 | -1% | x | -6% | x | -2% | -24% | 7% | -7 | -2% | -26 | x
CC1CCCCN1CCNC(=O)c1cnn2ccccc12 (centres undefined) | -1% | -2% | 0% | 14% | -11% | 5% | 1% | -7 | 0% | -10 | 3
O=C(NCCCN1CCCCC1)C1CC(=O)N(CCc2ccccc2)C1 (centres undefined) | 0%[9.26 µM] | -11% | -1% | -16% | 0% | 4% | 6% | -10 | -3% | 14 | 0
Cc1ccc(-c2cn3cc(C)ccc3n2)cc1 | u | 0%[10 µM] | u | u | u | -13% | 0.11µM* | u | 0% | -6 | -20
O=C(NC(=S)Nc1ccc(N2CCN(C(=O)c3ccccc3)CC2)cc1)c1cccs1 | -19% | u | -13% | 5.6µM* | -14% | -11% | 1% | -11 | 8% | -2 | 1
N/C(=N\c1nc2c(c(=O)[nH]1)CCCC2)Nc1ccccc1Sc1ccccc1 | u | 11% | -1% | u | 0% | x | -1% | 12 | 7% | -5 | -2

Laid out differently: entries from further up.
smiles: O=C(CCSc1nccn1Cc1ccccc1)N1CCOCC1
- ELG1 genotox: 11%
- VP16 counter: 20%
- NPC1 prom act: 10%
- RORg inh: u
- Rab9 promoter act: -4%
- uPA generation: x
- FLuc modulator: -20%
- Giardia kill: -14
- Tb PFK block: -6%
- KCNH2 3.1 inh: -13
- FBPA coupling cs: 2

smiles: CCOc1ccc(/C=C2/SC(=S)N(C(C(=O)O)c3ccccc3)C2=O)cc1OCC (centres undefined)
- ELG1 genotox: -1%
- VP16 counter: 9%
- NPC1 prom act: -2%
- RORg inh: 18%
- Rab9 promoter act: -3%
- uPA generation: -2%
- FLuc modulator: u
- Giardia kill: 4
- Tb PFK block: -1%
- KCNH2 3.1 inh: 10
- FBPA coupling cs: 0

smiles: C[C@@H](C(=O)NCc1ccco1)N1C(=O)N2CCc3c([nH]c4ccccc34)[C@@]2(C)C1=O
- ELG1 genotox: -3%
- VP16 counter: -8%
- NPC1 prom act: -7%
- RORg inh: 24%
- Rab9 promoter act: -1%
- uPA generation: -13%
- FLuc modulator: 1%
- Giardia kill: 12
- Tb PFK block: 1%
- KCNH2 3.1 inh: u
- FBPA coupling cs: 1

The listing continues.
SMILES | ELG1 genotox | VP16 counter | NPC1 prom act | RORg inh | Rab9 promoter act | uPA generation | FLuc modulator | Giardia kill | Tb PFK block | KCNH2 3.1 inh | FBPA coupling cs
COc1ccc(S(=O)(=O)NN(C)C(=O)c2nn(-c3ccccc3)ccc2=O)cc1 | 1% | 5% | 0% | 10% | 17% | -3% | 2% | 16 | 1% | 0 | 2
O=C(Nc1nc2nccc(-c3ccccc3)n2n1)C(Cl)(Cl)Cl | 9% | 1% | 0% | -13% | -2% | -5% | u | 2 | 4% | 1 | 3
O=C(NCCS(=O)(=O)NCc1cccnc1)c1ccccc1 | -5% | x | -1% | x | -5% | -3% | -1% | -1 | -4% | 7 | x
COc1ccc(-n2c(SCc3nnc(-c4ccccc4)o3)nnc2-c2ccccc2)cc1 | 4% | 0% | 0% | 30% | 20% | 9% | 2% | 1 | 5% | -10 | 2
CC(C)CC(=O)N1CCN(S(=O)(=O)c2ccc(F)cc2)CC1 | 3% | -3% | -4% | 28% | -3% | -11% | 4% | -14 | -3% | 20 | 5
COc1ccc(-c2cc(-c3ccc(O)cc3)nc(N)c2C#N)cc1 | 5% | 10% | 2% | -3% | 0% | u | 4% | -12 | 4% | 9 | 0
CC(C)CC(c1nnnn1C(C)(C)C)N1CCN(Cc2ccccc2)CC1 (centres undefined) | 0% | -5% | -8% | 10% | 1% | 1% | 1% | 11 | 2% | 0 | 2
Cc1cccc(NS(=O)(=O)c2cc(C(=O)N3CCOCC3)ccc2Cl)c1 | 0% | -19% | 4% | 18% | 8% | -1% | -3% | -16 | -1% | 0 | -8
CC1(C)CC(=O)C2=C(C1)Nc1ccccc1NC2c1ccc(F)c(F)c1 (centres undefined) | -4% | -8% | -1% | 7% | 1% | -4% | 1% | 11 | -2% | -2 | 0
COc1cccc(OC)c1C(=O)N1CCN=C1SCc1cccnc1 | -4% | -10% | -4% | 7% | 1% | 2% | 0% | -6 | -7% | 8 | 3
CCOC(=O)c1ccc2c(c1)nc(SC(C)C(=O)NCC1CCCO1)n2CC (centres undefined) | 6% | x | 3% | x | 7% | 10% | 6% | -4 | -1% | 3 | x
O=C(CNC(=O)c1ccc(Br)o1)Nc1ccccc1 | 1% | -3% | 1% | -27% | -1% | 21% | -2% | -12 | 2% | 0 | -3
COc1ccc(NC(=O)CN(C)C(=O)c2ccc(NS(=O)(=O)c3ccc(C)c([N+](=O)[O-])c3)cc2)cc1 | -2% | x | -7% | x | 2% | -4% | -17% | 7 | 0% | 9 | x

Single records, as listed above. Values in the order: ELG1 genotox | VP16 counter | NPC1 prom act | RORg inh | Rab9 promoter act | uPA generation | FLuc modulator | Giardia kill | Tb PFK block | KCNH2 3.1 inh | FBPA coupling cs
`O=C(CNC(=O)c1ccc(Br)o1)Nc1ccccc1` in the list: 1% | -3% | 1% | -27% | -1% | 21% | -2% | -12 | 2% | 0 | -3
`CC1(C)CC(=O)C2=C(C1)Nc1ccccc1NC2c1ccc(F)c(F)c1` (centres undefined) in the list: -4% | -8% | -1% | 7% | 1% | -4% | 1% | 11 | -2% | -2 | 0
`COc1ccc(-c2cc(-c3ccc(O)cc3)nc(N)c2C#N)cc1` in the list: 5% | 10% | 2% | -3% | 0% | u | 4% | -12 | 4% | 9 | 0
`CC(C)CC(=O)N1CCN(S(=O)(=O)c2ccc(F)cc2)CC1` in the list: 3% | -3% | -4% | 28% | -3% | -11% | 4% | -14 | -3% | 20 | 5
`CC(C)CC(c1nnnn1C(C)(C)C)N1CCN(Cc2ccccc2)CC1` (centres undefined) in the list: 0% | -5% | -8% | 10% | 1% | 1% | 1% | 11 | 2% | 0 | 2
